Screening results: PubChem, National Center for Advancing Translational Sciences (NCATS)
L3MBTL1 inh – qHTS Assay for the Inhibitors of L3MBTL1 | Lethal(3)malignant brain tumor-like protein 1 (Homo sapiens), Q9Y468 | AlphaScreen L3MBTL1–H3K9me1 peptide binding | Potency, µM (top dose mostly 57.1 µM), inactives show at the top dose activity, negative = inhibition, usual class: inhibitors | actives 0.66% (n = 230,000); active means well fitted inhibition curve with a large enough effect; inconclusive means small, poorly fitted or top-dose-only effect; inactive means no such curve, though single readings can be large or run the other way; further: nearly all actives have a fitted effect of over 60% in size
Target sequence (Q9Y468 whole entry, looked up): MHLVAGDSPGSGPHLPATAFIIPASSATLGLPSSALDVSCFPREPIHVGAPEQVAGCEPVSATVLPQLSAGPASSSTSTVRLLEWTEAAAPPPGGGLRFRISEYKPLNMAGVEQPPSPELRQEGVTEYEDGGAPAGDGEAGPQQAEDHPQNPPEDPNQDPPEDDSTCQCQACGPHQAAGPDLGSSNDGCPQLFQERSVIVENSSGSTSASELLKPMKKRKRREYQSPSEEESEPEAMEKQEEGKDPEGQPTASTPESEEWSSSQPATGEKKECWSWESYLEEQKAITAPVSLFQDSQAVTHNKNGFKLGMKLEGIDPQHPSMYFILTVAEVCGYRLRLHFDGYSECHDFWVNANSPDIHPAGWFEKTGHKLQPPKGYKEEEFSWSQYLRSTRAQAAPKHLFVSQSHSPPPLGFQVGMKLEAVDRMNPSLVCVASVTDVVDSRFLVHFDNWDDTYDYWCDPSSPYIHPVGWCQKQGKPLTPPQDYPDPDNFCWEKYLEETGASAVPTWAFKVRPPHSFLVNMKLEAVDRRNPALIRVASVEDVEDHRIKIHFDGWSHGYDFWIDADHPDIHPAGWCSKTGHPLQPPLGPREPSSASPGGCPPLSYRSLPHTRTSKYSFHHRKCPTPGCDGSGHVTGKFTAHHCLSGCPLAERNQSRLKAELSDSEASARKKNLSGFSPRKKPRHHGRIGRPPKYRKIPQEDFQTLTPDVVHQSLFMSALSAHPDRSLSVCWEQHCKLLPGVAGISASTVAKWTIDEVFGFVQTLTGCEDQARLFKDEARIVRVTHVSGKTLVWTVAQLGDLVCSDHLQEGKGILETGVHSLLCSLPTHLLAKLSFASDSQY
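L3MBTL1 50 nM + b-AHA-H3(1-15)K9me1 75 nM, 30 min RT; compound added, 30 min RT; streptavidin donor/Ni-chelate acceptor beads 10 ug/mL each final, 30 min RT dark; AlphaScreen read.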
The depositor's hits bear a star; u = inconclusive; [ ] = dose if it differs, or a comment. On the % scale 0 is the no-effect control and ±100 the full control effect; potency means the concentration at half of the fitted maximal effect. Not all compounds are listed; rates above refer to the full screens.

SMILES | L3MBTL1 inh
O=C(CN1C(=O)NC2(CCCCCCC2)C1=O)Nc1c(Cl)cccc1Cl | 8%
CC(C)(c1ccccc1)c1ccc(OCCN2CCCC2)cc1 | 1%
CC(OC(=O)c1ccc(-n2cnnn2)cc1)C(=O)Nc1ccccc1[N+](=O)[O-] (centres undefined) | 2%
CC1CCN(C(=O)Cn2cc([N+](=O)[O-])ccc2=O)c2ccccc2S1 (centres undefined) | 0%
COc1ccc(Cl)cc1C(=O)OCC(=O)N1CCCC(C)C1 (centres undefined) | 8%
O=C(CSc1nnc2ccccn12)NC(=O)c1ccccc1Cl | -8%
Cc1c(C(=O)NCC2CCCO2)oc2ccccc12 (centres undefined) | 5%
CC(Oc1ccccc1Cl)C(=O)Nc1ccc(S(=O)(=O)N2CCCC2)cc1 (centres undefined) | 41%[activator]
CCOC(=O)c1c(NC(=O)COC(=O)c2ccc(NC(=O)CC#N)cc2)sc(C(=O)NC)c1C | u
Cn1nc(C(=O)Nc2cccc(S(=O)(=O)N3CCCC3)c2)c2ccccc2c1=O | -5%
CCCCN(C(=O)c1ccc(-c2ccc([N+](=O)[O-])cc2)o1)c1c(N)n(CC(C)C)c(=O)[nH]c1=O | 6%
CCOC(=O)Cn1cnc2c(nnn2-c2ccc(F)cc2)c1=O | 51%[activator]
CCOc1ccc2oc(C(=O)NNC(=O)c3ccccc3O)c(C)c2c1 | -9%
C[C@@H]1CCCCCCCCC(=O)OCCN[C@H](C)CCCCCCCCC(=O)OCCN[C@H](C)CCCCCCCCC(=O)OCCN1 | 4%
CN(Cc1ccccc1)C(=O)COC(=O)COc1ccc(Cl)cc1 | 4%
CCC(C)c1ccccc1N1CC(C(=O)NCCCn2nc(C)cc2C)CC1=O (centres undefined) | 1%
COc1ccc(NS(=O)(=O)c2ccc(C)c(NC(=O)CNC(=O)c3ccco3)c2)cc1 | 3%
COc1ccc(CNC(=O)c2ccccc2SCC(=O)NCc2ccco2)cc1 | -1%
N#Cc1ccccc1OCC(=O)N(Cc1nnc(-c2ccccc2Cl)o1)C1CC1 | 0%
N#CC1=C(N)Oc2cc(O)c(Cl)cc2C1c1cccnc1 (centres undefined) | -6%

Looked up above.
Result of `COc1ccc(CNC(=O)c2ccccc2SCC(=O)NCc2ccco2)cc1` under L3MBTL1 inh: -1%
Result of `CC1CCN(C(=O)Cn2cc([N+](=O)[O-])ccc2=O)c2ccccc2S1` (centres undefined) under L3MBTL1 inh: 0%
Result of `Cn1nc(C(=O)Nc2cccc(S(=O)(=O)N3CCCC3)c2)c2ccccc2c1=O` under L3MBTL1 inh: -5%
Result of `COc1ccc(NS(=O)(=O)c2ccc(C)c(NC(=O)CNC(=O)c3ccco3)c2)cc1` under L3MBTL1 inh: 3%
Result of `CCOc1ccc2oc(C(=O)NNC(=O)c3ccccc3O)c(C)c2c1` under L3MBTL1 inh: -9%

(continued)
SMILES | L3MBTL1 inh
NS(=O)(=O)c1cccc(NC(=O)c2ccc(NS(=O)(=O)c3cccc([N+](=O)[O-])c3)cc2)c1 | 0%
O=C(OCc1c(F)cccc1Cl)c1cccc(S(=O)(=O)N2CCOCC2)c1 | 4%
CCOC(=O)c1ccc(S(=O)(=O)Nc2cc(S(=O)(=O)N3CCOCC3)ccc2O)cc1 | 7%
COc1ccc([C@H]2CC(=O)C=C(/C=C/c3ccccc3)C2)cc1 | -7%
O=C(c1cccc(S(=O)(=O)NCc2ccccc2)c1)N1CCCC(C(F)(F)F)C1 (centres undefined) | 29%
O=C(COC(=O)c1ccc(F)cc1F)c1ccc[nH]1 | -7%
COc1cccc(OC)c1C(=O)OCc1c(-c2ccccc2)ncc2ccccc12 | -8%
CC1CCN(CC(=O)Nc2ccc(S(=O)(=O)N3C(C)CCCC3C)cc2)CC1 (centres undefined) | 2%
Cc1c(C(=O)N2CCCCC2)oc2ccccc12 | 12%
O=C(Nc1cccc(S(=O)(=O)N2CCCC2)c1)c1cc(=O)[nH]c2ccccc12 | 0%
Cc1ccccc1NC(=O)CN1CCN(Cc2ccccc2)CC1 | -7%
O=C(O)c1cc(S(=O)(=O)N2CCOCC2)c[nH]1 | 0%
Cc1nnc(SCC(=O)Nc2c(Cl)cccc2Cl)n(N)c1=O | 5%
CCC(c1nnc(SC(C)C(=O)NC2CC2)n1-c1ccc(OC)cc1)N(C)C (centres undefined) | -5%
Cc1ccccc1C(=O)NC1CC2CCCC(C1)N2Cc1ccccc1 (centres undefined) | -4%
CCCc1cc(=O)[nH]c(SCC(=O)Nc2sc3c(c2C(N)=O)CCCC3)n1 | 4%
CS(=O)(=O)N1CCN(CC(=O)NC2CCCC2)CC1 | 3%
Cc1ccc(C)c(OCCCC(=O)NC2CCCCC2)c1 | 3%
CC[n+]1ccc(/C=C/c2c[nH]c3ccccc23)cc1 | 8%
O=C(Nc1ccccn1)c1ccc(S(=O)(=O)N2CCCCC2)cc1 | -5%
CN1CCN(CCOCCOc2ccc(Br)cc2Cl)CC1 | -11%
CCOC(=O)N1CCN(CCCc2ccccc2)CC1 | -1%
Cc1ccc(NC(=O)C2CC(=O)N(c3ccc4c(c3)OCCO4)C2)nc1 (centres undefined) | -11%
COc1cc(CN2CCC(C(N)=O)CC2)ccc1OCc1ccccc1 | 10%
CC(=O)Nc1ccc(S(=O)(=O)N2CCN(c3ccc([N+](=O)[O-])cc3)CC2)cc1 | -2%
CC(=O)C[C@H](O)CC(=O)[C@@H]1OC(=O)CCCCC/C=C/Cc2ccccc21 | 0%
O=C(O)c1ccccc1-c1ccccc1C(=O)NCCc1ccccc1 | 1%
Cc1cc2nc3n(c2cc1C)CC1CC(C(=O)NCCC(C)C)N(C)C31 (centres undefined) | -1%
O=C(NCc1ccccn1)c1cccc(S(=O)(=O)Nc2ccc(F)cc2)c1 | 11%
COc1ccc(CN2CCc3ccccc3C2)cc1Br | -7%

Entries listed so far with a COOH group:
SMILES | L3MBTL1 inh
O=C(O)c1cc(S(=O)(=O)N2CCOCC2)c[nH]1 | 0%
O=C(O)c1ccccc1-c1ccccc1C(=O)NCCc1ccccc1 | 1%

(next part)
SMILES | L3MBTL1 inh
O=C1C(Cl)=C(N2CCOCC2)C(=O)N1c1cccc(C(F)(F)F)c1 | 1%
COc1cc([N+](=O)[O-])ccc1NC(=O)C1CCCN(S(C)(=O)=O)C1 (centres undefined) | 12%
Cc1ccc(CN(C)C(=O)c2cccc(S(=O)(=O)N3CCc4ccccc4C3)c2)o1 | 3%
O=C(Nc1nc2c(F)cccc2s1)c1ccco1 | 11%
OC12CC3C[C@H](C1)C(N1CCOCC1)[C@@H](C3)C2 (some centres undefined) | 10%
Cc1nn(C2CCS(=O)(=O)C2)c(C)c1CN(C)C(=O)c1ccc(S(=O)(=O)N(C)C)cc1 (centres undefined) | 3%
COc1ccc(CNC(=O)COC(=O)c2ccc(C(=O)c3ccccc3)cc2)cc1 | -2%
Cc1ccc(S(=O)(=O)Nc2cccc(C(=O)NCc3cccnc3)c2)cc1F | 12%
COc1ccc(-c2oc3ccccc3c2C(=O)OCc2ccc([N+](=O)[O-])cc2)cc1 | -4%
CC1(C)OC(C(O)(c2ccccc2)c2ccccc2)[C@@H](C(O)(c2ccccc2)c2ccccc2)O1 (some centres undefined) | -2%

Copied from above for reference:
SMILES | L3MBTL1 inh
COc1ccc(-c2oc3ccccc3c2C(=O)OCc2ccc([N+](=O)[O-])cc2)cc1 | -4%
CC1(C)OC(C(O)(c2ccccc2)c2ccccc2)[C@@H](C(O)(c2ccccc2)c2ccccc2)O1 (some centres undefined) | -2%

Continued.
SMILES | L3MBTL1 inh
O=C(N/N=C/c1ccc([N+](=O)[O-])cc1)c1cccnc1 | 49%[activator]
O=C(COC(=O)CC1SC(N2CCCC2)=NC1=O)Nc1c(F)c(F)c(F)c(F)c1F (centres undefined) | 1%
OCc1cc(-c2ccccn2)no1 | 1%
CCCN(CC(=O)Nc1ccc(F)c(F)c1F)C(=O)c1ccc(=O)n(Cc2ccccc2)n1 | 1%
CCC1(c2ccccc2)NC(=O)N(CC(=O)Nc2ccc(S(=O)(=O)N3CC(C)CC(C)C3)cc2)C1=O (centres undefined) | -14%
C=CCNc1oc(C2CCCC2)nc1C#N | 5%
N#C/C(=C/c1ccccc1)C(=O)OCC(=O)Nc1ccccc1[N+](=O)[O-] | -2%
O=C(NCC(c1ccco1)N1CCN(c2ccccc2)CC1)c1ccco1 (centres undefined) | -3%
COc1ccc(-c2nc(NC(=O)c3c(C)noc3C)sc2C)cc1 | 6%
CC(NC(=O)C1CCN(C(=O)c2ccc(F)cc2)CC1)c1ccc(-n2ccnc2)cc1 (centres undefined) | 1%
CCN1C(=O)[C@@H]2[C@@H](c3ccc(-c4ccccc4)cc3)N3CCC[C@@]3(C(=O)OC)[C@@H]2C1=O | -6%
Cc1ccccc1OCCC(=O)Nc1ccc(N2CCOCC2)cc1N1CCOCC1 | -14%
C=CCn1c(C)cc(C(=O)COC(=O)c2n[nH]c(=O)c3ccccc23)c1C | 0%
COc1cc(/C=C/C(=O)OCC(=O)N2CCCC2)cc(OC)c1OC | 1%
O=C(Cn1nnc(-c2ccc(Cl)cc2)n1)N1CCN(C(=O)c2ccco2)CC1 | -3%
COc1ccc(C(=O)NC(=O)CSc2nc3nc(C)cc(C)n3n2)cc1 | -2%
COc1ccc(C(C)(C)C)cc1NC(=O)CCn1[nH]c(=O)ccc1=O | -1%
Cc1ccc(OCC(=O)NNC(=O)c2ccc3c(=O)n4c(nc3c2)CCC4)cc1 | -5%
CC(=O)NS(=O)(=O)c1ccc(NC(=S)Nc2ccccc2)cc1 | 3%
O=C(Nc1cccc(S(=O)(=O)N2CCCCCC2)c1)c1ccc(Cl)nc1 | -8%
COc1ccc2c(CC(=O)N3CCN(S(=O)(=O)c4ccc(F)cc4)CC3)coc2c1 | u
Cc1cc(C)cc(OCC(=O)N(Cc2ccco2)c2c(N)n(Cc3ccccc3)c(=O)[nH]c2=O)c1 | 1%
Cc1cc(C(=O)OCC(=O)NCCc2ccccc2)c2ccccc2n1 | 4%
CC(=O)Nc1ccc(S(=O)(=O)N2CCN(C(=O)N3CCCCC3)CC2)cc1 | -3%[2.29 µM]
CNc1snc(C)c1C(=O)OC(C)C(=O)Nc1ccccc1 (centres undefined) | 4%
CC(C)NC(=O)c1onc(CSc2nc3ccccc3[nH]2)c1C(=O)NC(C)C | 4%
CC(Sc1ccc(S(=O)(=O)N2CCN(C)CC2)cn1)C(=O)NC1(C#N)CCCCC1 (centres undefined) | 6%
COc1cc(SC)ccc1C(=O)N1CCN(Cc2ccc3c(c2)OCO3)CC1 | 1%
CC(C)c1ccc(-n2nnnc2SCC(=O)NC2CC2)cc1 | -3%
COc1ccc(-c2noc(=O)n2Cc2ccccc2F)cc1 | 2%

The list goes on; the last 4 above are carried over.
SMILES | L3MBTL1 inh
CC(Sc1ccc(S(=O)(=O)N2CCN(C)CC2)cn1)C(=O)NC1(C#N)CCCCC1 (centres undefined) | 6%
COc1cc(SC)ccc1C(=O)N1CCN(Cc2ccc3c(c2)OCO3)CC1 | 1%
CC(C)c1ccc(-n2nnnc2SCC(=O)NC2CC2)cc1 | -3%
COc1ccc(-c2noc(=O)n2Cc2ccccc2F)cc1 | 2%
O=C(NC1CCCC1)c1cccc2c1C(=O)c1ccc(/C=C/c3ccccc3)cc1S2(=O)=O | -4%
O=C(CN1C(=O)C2CC=CCC2C1=O)Nc1ccc(OC(F)(F)F)cc1 (centres undefined) | 0%
CCc1cccc2c(C(=O)COC(=O)c3nccnc3N)c[nH]c12 | -12%
C[C@]12C(=O)N(c3cccc(F)c3)C(=O)N1[C@@H]1c3ccccc3OC[C@@H]1[C@H]2c1ccccc1 | -2%
O=C(O)C(Cc1ccc(F)cc1)c1ccccc1 (centres undefined) | 0%
O=C(OCCc1ccccc1)c1cc(O)c(O)c(O)c1 | u
CC(=O)N1CCN(c2ccc(NC(=O)c3cccc(Cl)c3Cl)cc2)CC1 | 5%
O=C(COC(=O)CNC(=O)c1ccccc1F)NC1CC1 | 7%
CCOC(=O)C1=CNS(=O)(=O)NC1c1ccc(Br)cc1F (centres undefined) | -2%
Cc1ccc(S(=O)(=O)NCCC(=O)OCC(=O)NCCc2ccccc2)cc1C | -1%
CCOC(=O)[C@@H]1[C@H]2COc3ccc(Br)cc3[C@@H]2N2C(=O)N(c3ccc(F)cc3)C(=O)[C@@]12C | 6%
CC(NC(=O)COC(=O)c1ccc([N+](=O)[O-])o1)c1ccccc1 (centres undefined) | -17%
CS(=O)(=O)N(CC(=O)N1CCC(C(N)=O)CC1)Cc1ccc(Cl)c(Cl)c1 | 7%
O=S(=O)(NC1CC2CCC1C2)c1ccc(Cl)cc1 (centres undefined) | 1%
CCOc1ccc(NC(=O)CN(C)C(=O)CCCc2c[nH]c3ccccc23)cc1OCC | 0%
CC(OC(=O)c1ccc2c(=O)n3c(nc2c1)CCC3)C(=O)Nc1ccc(C(N)=O)cc1 (centres undefined) | 2%
COc1ccc(CCNC(=O)COC(=O)CNS(=O)(=O)c2ccc(SC)c([N+](=O)[O-])c2)cc1 | 27%
CN(c1ccc(OC(=O)CN2C(=O)NC3(CCCC3)C2=O)cc1)S(=O)(=O)c1ccccc1 | -8%
CC(C)(C)NC(=O)CC1C[C@H](C(=O)N2CCCCC2)[C@@]2(C)c3[nH]c4ccccc4c3CCN2C1=O (some centres undefined) | -1%
COc1ccc(-c2cc(C(=O)N3CCCC(C(F)(F)F)C3)c3ccccc3n2)cc1 (centres undefined) | 1%
CN(C)N(C(=O)c1cc(-c2cccs2)nn1-c1ccccc1)C1CCS(=O)(=O)C1 (centres undefined) | 32%
Cc1ccc(C)c(NC(=O)CN(C)C(=O)c2ccc(-c3cccc(C(F)(F)F)c3)o2)c1 | -2%
